Assay outcomes (PubChem)
TNAP inh noacc – inhibitors of human TNAP without phosphate acceptor | 0.26% of 200,000 active | purified TNAP, CDP-star luminescence, 30 min | inhibition, % at 20 µM | AID 1012 | P05186;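 active = tissue-nonspecific alkaline phosphatase inhibition above about 50% at 20 µM in the single-dose screen, limit read from the data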;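 note: 0% = DMSO negative control and 100% = EDTA positive control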
Target sequence (P05186 whole entry, looked up): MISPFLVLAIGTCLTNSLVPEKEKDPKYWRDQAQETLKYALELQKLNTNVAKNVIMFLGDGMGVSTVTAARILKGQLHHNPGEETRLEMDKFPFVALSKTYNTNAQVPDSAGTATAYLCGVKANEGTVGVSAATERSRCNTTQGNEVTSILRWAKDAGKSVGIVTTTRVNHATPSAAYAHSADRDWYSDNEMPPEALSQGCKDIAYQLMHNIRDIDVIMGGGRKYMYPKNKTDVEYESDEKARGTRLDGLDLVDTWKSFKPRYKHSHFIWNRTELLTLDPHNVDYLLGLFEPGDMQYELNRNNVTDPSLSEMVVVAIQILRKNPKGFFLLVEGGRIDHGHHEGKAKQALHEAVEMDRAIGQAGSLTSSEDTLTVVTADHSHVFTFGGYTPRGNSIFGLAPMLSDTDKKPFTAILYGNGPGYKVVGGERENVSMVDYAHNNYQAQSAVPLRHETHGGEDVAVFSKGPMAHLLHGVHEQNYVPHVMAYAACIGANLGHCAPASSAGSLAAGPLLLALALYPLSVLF
APP 5'UTR act – activates APP 5'UTR luciferase reporter; 1% of 190,000 active; activation, % at 2 µM; SH-SY5Y APP 5'UTR luciferase reporter, luminescence; zero percent = DMSO vehicle wells;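 active = activation above a set limit, based on mean plus 3 SD of controls, cut at about 140% in these data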; note: values of inactives mirror those of a sister screen read the other way
FLuc stim CS – firefly luciferase counter-screen for stimulation assays. P08659. 200,000 tested, under 10 active. activation factor at 10 µM. ATPlite luciferase biochemical, luminescence, 10 min; 0 = ATP-free wells, 1 = DMSO control. AID 1027;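 active = luciferase activation factor, scaled between plate controls, of at least 2 with compound at 10 µM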
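Material: luciferase plus luciferin reagent, cell-free. Medium: PBS buffer for ATP. Also added: ATP substrate, dispensed from a 10.24 µM working solution in PBS. Doses: test compounds dosed from 2 mM stocks in 100% DMSO. Incubation: 10 min post-reagent at room temperature. Technique: light output (luminescence). Read-out basis: luminescence gain marking luciferase activators.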
PMI act satM6P – increases human PMI activity with near-saturating mannose 6-phosphate; coupled PMI enzyme assay, resazurin fluorescence, 20 min; stronger effect = higher value; 1 = untreated enzyme, 0 = substrate-free blank; activation factor at 20 µM; 0.34% of 190,000 active; AID 1216;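 active = activation factor of 2 or more at 20 µM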
Target sequence (P34949 whole entry, looked up): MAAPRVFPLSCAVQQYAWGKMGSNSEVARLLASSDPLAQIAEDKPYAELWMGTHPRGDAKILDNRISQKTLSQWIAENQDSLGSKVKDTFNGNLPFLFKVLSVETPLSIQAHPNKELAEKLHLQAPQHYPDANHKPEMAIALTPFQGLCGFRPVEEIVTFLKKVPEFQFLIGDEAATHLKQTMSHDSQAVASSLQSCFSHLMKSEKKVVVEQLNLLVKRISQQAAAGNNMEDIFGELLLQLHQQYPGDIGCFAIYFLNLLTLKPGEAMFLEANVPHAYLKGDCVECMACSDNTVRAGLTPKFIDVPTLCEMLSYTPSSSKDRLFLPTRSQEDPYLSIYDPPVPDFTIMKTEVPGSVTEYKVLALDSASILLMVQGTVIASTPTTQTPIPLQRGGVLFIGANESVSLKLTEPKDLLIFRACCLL
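Test system: human phosphomannose isomerase with PGI, G6PDH, diaphorase coupling enzymes / Doses: 20 µM compound, 1% DMSO / Times: enzyme reaction with compound 20 min at room temperature / Measured by: Diaphorase-driven resazurin-to-resorufin fluorescence, excitation 544, emission 590 nm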
TNAP act hiacc – activators of human TNAP at high phosphate acceptor concentration; 200,000 tested, under 10 active; activation factor at 20 µM; P05186; purified TNAP, CDP-star luminescence, 1 M DEA, 30 min; stronger effect = higher value; 0 = EDTA background, 1 = DMSO-only activity;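 active = activation factor at least 2 at 20 µM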
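Dosing: 20 µM single point. System: human TNAP. Amount: TNAP 1/800 final. Incubation: 30 min, room temperature. Read-out: TNAP activation factor scaled between EDTA and DMSO control wells. Signal: luminescence from CDP-star hydrolysis. Medium: 1 M DEA, pH 9.8, Mg2+, Zn2+. Control set: EDTA negative control, DMSO positive control.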
FLuc inh counter – inhibits firefly luciferase, flagging false hits in luciferase inhibition screens; P08659; ATPLite firefly luciferase biochemical luminescence, 10 min; inhibition, % at 10 µM; 1.5% of 200,000 active;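 active = inhibition above about 50% when tested at 10 µM, limit read from the data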
bIAP activator – increases bovine intestinal alkaline phosphatase activity. AID 1016. purified bovine IAP, CDP-star luminescence, 30 min; stronger effect = higher value; fold of DMSO-control signal, blank-subtracted. 0.17% of 200,000 active. activation factor at 20 µM;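 active = activation factor of 2 or more at 20 µM, a signal rise over negative controls twice the positive control's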
NF-kB neuron act – NF-kB expression increase, human neuronal cells; NF-kB reporter expression; stronger effect = higher value; fold change at 12.5 µM; 1.6% of 190,000 active; AID 1239; in the data active = fold change above about 3.3
PMI activator – increases human mannose-6-phosphate isomerase activity; purified human PMI, coupled resazurin fluorescence, 20 min; stronger effect = higher value; 1 = vehicle control, 0 substrate-free wells; activation factor at 20 µM; 0.005% of 190,000 active; AID 1214; P34949;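 active = activation factor of 2 or more at 20 µM, relative to plate controls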
TNAP inh hiacc – inhibitors of human TNAP at high phosphate acceptor concentration | purified TNAP, CDP-star luminescence, 1 M DEA | inhibition, % at 20 µM | 0.03% of 200,000 active | AID 1135;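 active = over 50% inhibition of tissue-nonspecific alkaline phosphatase at 20 µM in the single-dose screen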;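 note: plate controls were DMSO wells for no effect and EDTA-quenched wells as full inhibition for full effect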
The depositor's hits bear a star; . = not tested or not shown.

SMILES	TNAP inh noacc	APP 5'UTR act	FLuc stim CS	PMI act satM6P	TNAP act hiacc	FLuc inh counter	bIAP activator	NF-kB neuron act	PMI activator	TNAP inh hiacc
O=c1cc(CN2CCN(c3ccccc3)CC2)nc2scc(-c3ccccc3)n12	-3	21	1	0.8	1	4	1.2	0.84	1	-1
CCCCN(C)C(=O)CSc1nc(NCc2ccc(OC)cc2)c2ccccc2n1	-12	-2	1.1	1	1.1	-6	1.1	1	0.9	-6
CN(C)c1nc(Nc2ccccc2)nc(Oc2ccc(=O)[nH]n2)n1	-1	-2	1.1	1.1	1	-7	1.1	0.97	1.1	0
COc1ccccc1-n1c(SCC(=O)O)nnc1-c1ccc(S(=O)(=O)N2CCCCC2)cc1	-2	2	1	1	1	-2	1	1	0.9	1
Cc1ccn2c(CNCCn3nc(C)cc3C)c(C(=O)N3CCCCCC3)nc2c1	-11	3	1	1	1.1	-4	1	1.2	1	-7
CCN(C(=O)COC(=O)c1[nH]c(C)c(C(C)=O)c1C)C1CCS(=O)(=O)C1 (stereo not drawn)	-8	23	1	0.9	1	-3	1	1.1	0.9	-4
O=C(CCOc1ccccc1)OCC(=O)c1cc2ccccc2o1	-6	-7	1	1	1	-5	1	1.1	1	-4
Cc1ccc(NC(=O)c2ccc(OC(=O)c3cc4ccccc4o3)cc2)cc1	-3	38	1	1.1	1	-2	0.8	1.9	1.1	-3
O=C(NCc1ccc2c(c1)OCO2)c1ccc(Cl)s1	-1	13	1	1	1	4	1	1.2	1.1	-5
Cc1ccc2nc3c(cc(C(=O)NCc4ccco4)c(=N)n3Cc3ccco3)c(=O)n2c1	-6	13	1	.	0.9	-3	1	1.1	.	6
COc1cc(C2CC(=O)Nc3c2c(=O)nc2c(C)cccn32)cc(OC)c1OC (stereo not drawn)	-1	11	1	0.9	1	-3	1.1	1.2	1	-1
COc1ccc(-c2onc(C)c2-c2ccc3c(c2)OCCO3)c(O)c1	-15	-24	1	0.8	1	-2	1.3	0.81	0.8	-3
Cc1cc(C(=O)N2CCN(C(c3ccccc3)c3ccccc3)CC2)no1	9	7	1.1	0.8	1	-5	1	1	0.8	0
CCOc1ccc(N2CC(C(=O)Nc3ccc(F)cc3F)CC2=O)cc1 (stereo not drawn)	3	2	1	1.1	1.1	-2	1	0.81	1.1	-7
CCc1ccc(NC(=O)C(=O)NCCOc2ccccc2Cl)cc1	4	20	1.1	0.9	1	-7	0.2	1	1.1	1
COc1cc(C(=O)N/N=C/c2cc([N+](=O)[O-])cs2)cc(OC)c1OC	-2	-95	1	0.9	1	-5	0.9	1.7	1	1
S=C(Nc1ccc(Oc2ccccc2)cc1)NC1CCCCC1	-19	5	1	0.9	1.1	1	0.9	1.5	1	-6
O=C(c1cc([N+](=O)[O-])cc([N+](=O)[O-])c1)N1CCOCC1	-8	-6	1	1.1	1	-4	0.8	1.2	1	-3
NC(=O)CSc1nnc(Cc2csc(Nc3ccccc3)n2)n1Cc1ccccc1	-10	-6	1	1	1	-3	1.1	1.4	0.9	-2
CC(C)C(NC(=O)c1ccco1)C(=O)OCc1cc([N+](=O)[O-])cc2c1OCOC2 (stereo not drawn)	-1	4	1	1	1	1	1	1.2	1	1
CC(C)=NNC(=O)CN1C(=O)NC2NC(=O)NC21 (stereo not drawn)	-17	-1	1	1	1	1	0.9	1.1	1	2
O=[N+]([O-])c1ccc(Oc2ccc(/C=N/O)cc2)nc1	-2	14	1	1.1	1	4	1	1.2	1	-4
COc1cc(NC(=O)c2cccs2)ccc1NC(=O)c1ccccc1Cl	-13	37	1	1	1	-1	0.8	0.87	0.9	-3
Oc1ccc(-c2n[nH]c(C(F)(F)F)c2-c2ccccc2)c(O)c1	-14	5	1.1	0.8	1	-9	1.2	0.81	0.9	-4
O[C@H]1COC2C1OC[C@@H]2O (stereo partly drawn)	-2	4	1	1.1	1	0	1.2	1.7	1.1	4
O=C(COC(=O)c1ccc(NS(=O)(=O)c2ccc3c(c2)OCCO3)cc1)NC1CC1	-13	-11	1	0.9	1.1	0	0.9	0.83	0.9	-8
O=C(c1ccc(C(F)(F)F)cc1)c1c[nH]c(C(=O)NCCCn2ccnc2)c1	-4	12	1.1	1.1	1	-7	0.8	1.2	1	-2
COc1cc(C(=O)NCc2ccco2)c(Br)c(OC)c1OC	-14	9	1.1	0.9	1.1	-5	0.9	1.9	0.9	-6
CCCn1nc(C(=O)Nc2cccc(C(=O)OC)c2)c2ccccc2c1=O	-4	-32	1	0.9	1	-3	1	0.38	0.9	-4
CC(C)(C)NC(=O)c1ccccc1NC(=O)c1ccc2c(c1)OCO2	-6	1	1	1	1	-1	0.9	1.2	1	-3
COc1cc2c(=O)n(CC3CCCO3)c(=O)n(CC(=O)Nc3cccc(Cl)c3)c2cc1OC (stereo not drawn)	-15	-12	1	1	1	-4	1.1	1.1	1	-2
Cc1ccc(N(CC(=O)Nc2c(C)n(C)n(-c3ccccc3)c2=O)S(C)(=O)=O)c(C)c1	-10	-20	1.1	1	1.1	-9	1	1.1	1	-10
Cc1ccnc(SCCn2c(N3CCN(Cc4ccccc4)CC3)nc3c2c(=O)[nH]c(=O)n3C)n1	-4	10	1	1.1	1	-2	1.1	0.69	1.1	3
CC(=O)NC1=NN(C(C)=O)C(c2ccc(C)cc2)S1 (stereo not drawn)	-2	15	1.1	0.9	1	-5	1	1.3	0.9	-2
O=C(c1ccccc1)c1cncc(Br)c1	-5	9	1	0.9	1	0	0.9	1.1	0.9	0
O=C(CNC(=O)c1cccc(F)c1)OCC(=O)N1CCCCC1	-1	8	1	1.1	1	1	0.9	1.3	1.1	0
Cc1ccc(OCCn2cnc3ccccc3c2=O)c([N+](=O)[O-])c1	-22	105	1	1	1	-1	0.7	1.9	1	-3
Cn1cc(CN2CCCC(C(=O)c3ccc(-c4ccccc4)c(F)c3)C2)cn1 (stereo not drawn)	2	-12	1	1.1	1	-4	0.9	0.93	1	-1
O=C(CN1C(=O)c2ccccc2S1(=O)=O)Nc1ccc(S(=O)(=O)N2CCCCC2)cc1	-8	-3	1.1	0.9	1	-6	0.9	1.1	0.9	0
O=C(c1ccc2c(c1)OCO2)C1CCCN(C2CCN(CCc3ccccc3)CC2)C1 (stereo not drawn)	-4	-6	1	0.8	1.1	-3	1.1	0.21	0.9	-7
CC(=O)N1CC2(c3ccccc3)CN(C(C)=O)CC(c3ccccc3)(C1)C2=O	-9	-1	1.1	1	1	-5	0.9	1.2	1	-4
Cc1cc(C)nc(Sc2ccc3nnc(C(F)(F)C(F)(F)C(F)(F)F)n3n2)n1	-5	-8	1	1	1	0	1	1.2	1	-2
CCN(CC(=O)NCc1cccs1)c1ccc(S(=O)(=O)N2CCOCC2)cn1	-6	11	1.1	1	1.1	-10	0.9	0.89	1	-13
CC(=O)N(C(C)=O)c1ccc2nc(C)[nH]c(=O)c2c1	-8	17	1	0.9	1	1	1	0.9	0.8	-4
COc1ccc(Sc2cnn(-c3ccccc3)c(=O)c2Cl)cc1	-3	8	1	1	1	-4	0.9	0.97	0.9	2
Cn1c(C(=O)NCCOc2ccccc2Cl)cc(=O)n(C)c1=O	-15	10	1	1.1	1	-3	0.9	0.98	1.1	-3
O=C(NCc1ccco1)c1ccc([N+](=O)[O-])o1	-6	-10	1	1	1	0	1.1	5.6*	1.2	2
CCc1ccccc1NC(=O)CSc1nnc([C@@H]2CCCN2C(=O)OC(C)(C)C)o1	-21	7	1	1	1.1	-5	1.3	0.97	1	-7
COCCCN1C(=O)C(O)=C(C(=O)c2ccco2)C1c1cccc(Br)c1 (stereo not drawn)	-7	7	1.1	0.9	1	-5	0.9	1.2	1	-2
CCn1c(SCC(=O)c2ccc(C)cc2)nnc1-c1ccoc1C	5	19	0.9	1.1	1.1	6	1	1.5	1.1	-9
CCn1c(CSCc2ccccc2)n[nH]c1=S	-35	19	1	1	1.1	-1	1	1	1	-6
CN(Cc1cn[nH]c1-c1cc2ccccc2o1)CC1CCOCC1	-10	2	1.1	1	1.1	-7	1.1	1.2	0.9	-6
COc1ccc(CCN(C(=O)c2cccc(F)c2)C2CC(=O)N(c3ccc(OC)cc3)C2=O)cc1 (stereo not drawn)	-7	11	1	0.9	1	-2	1.1	1.3	0.9	2
O=C1c2ccccc2C(O)N1c1ccc(Cl)cc1 (stereo not drawn)	-22	23	1	1	1.1	2	0.9	1.7	1	-8
Cc1ccc(S(=O)(=O)CC(=O)NC2CC2)cc1	-10	-16	1	1.1	1.1	-3	0.6	1.5	1	-6
COC(=O)c1c(NC(=O)c2ccco2)sc(C(=O)Nc2ccc(F)cc2)c1C	-9	14	1.1	0.9	1	-7	1	1.2	1	-2
COc1cc(/C=C(/C#N)C(=O)Nc2ccccc2)ccc1OCc1ccc(C(=O)O)cc1	-7	2	1	1	1	-3	1	1.3	1	-5
C=CCc1c(C)nc2ccc(C(=O)OCC)cc2c1Cl	2	20	1	1	1	-2	1	1.4	1	-2
C/C(Cc1ccccc1)=N\NC(=O)CNC(=O)c1ccccc1	-8	-7	0.8	0.9	1	15	0.9	1.2	0.9	-3
CCN(C(=O)CSc1nnc(-c2ccccc2Br)o1)C1CCS(=O)(=O)C1 (stereo not drawn)	-19	7	1	1	1	-3	1	1.1	1.1	-4

The results go on:
SMILES	TNAP inh noacc	APP 5'UTR act	FLuc stim CS	PMI act satM6P	TNAP act hiacc	FLuc inh counter	bIAP activator	NF-kB neuron act	PMI activator	TNAP inh hiacc
CCC(=O)Nc1cccc(NC(=O)CSc2nnc(-c3ccc(NS(C)(=O)=O)cc3)n2CC)c1	-4	16	1	1	1	0	1	1.2	1	2
Cc1ccc(C(=O)CSc2ccc(-c3ccccc3)nn2)cc1	-23	-13	1	0.9	1	0	0.9	1.6	0.8	-2
O=C(NCC1CCCCC1)C1CCN(C(=O)NC2CCCCC2)CC1	-13	0	1.1	1	1.1	-6	0.9	0.88	1.1	-9
CCOc1cc(C(=O)NCCOC)cc(OCC)c1OCC	-13	2	1	0.9	1.1	-5	1	1.1	0.9	-6

Rows were taken by chance; about 3.6% have a hit in one of these screens.
